Screening results (PubChem)
Myeloid diff 2 = induction of myeloid progenitor differentiation, primary screen, cell-based, flow cytometry, MLPCN library; ER-HoxA9 myeloid progenitors, lysozyme-GFP differentiation; calls only at 10 µM; 360,000 compounds, 1% hits;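 active means normalized GFP-positive differentiation at or above the plate's own cutoff, the solvent-only control mean plus 3 SD; inconclusive means no clear call, values can overlap the other calls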;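 further: cells exposed to compound for four days before flow analysis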
T cell modulator = modulators of CD8 T cell-vesicle binding, primary screen, mouse 2C CD8+ T cells, flow cytometry; calls only at 7 µM; 330,000 compounds, 0.068% hits; AID 2052, 2009; 2C CD8+ T cell-vesicle binding; hits give low values;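 active means response, share of CD8 T cells binding vesicles, and their 90th percentile fluorescence all below set limits, cut at about 80% in these data, passing the limit was not always enough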
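Benchmarks: naked versus QL9-loaded vesicles / Assay system: purified 2C TCR transgenic mouse naive CD8+ T cells / Technique: high-throughput flow cytometry with anti-B7-1 and anti-CD8 staining / Timing: Cell–vesicle co-incubation 1.5 h at 37 °C, staining 20 min on ice / Read-out: percent CD8+ FL2 mean versus row control / Probe or stimulus: QL9-loaded Drosophila micro-vesicles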
NTR1 ag = agonists of NTR1, primary screen, imaging, U2OS cells, beta-arrestin-GFP, high content (AID 493036) | Neurotensin receptor type 1 (Homo sapiens), P30989 | NTR1-U2OS beta-arrestin-GFP spot imaging, agonist mode | activation, % at 20 µM | 330,000 compounds, 0.17% hits;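 active means activation at or above 40% of the spot to cytoplasm intensity ratio, with at least 20 cells analyzed; inconclusive means wells under 20 cells, flagged as cytotoxic or low count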;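 further: 0% = DMSO without peptide and 100% = 100 nM NTR1 peptide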
Target sequence (P30989 whole entry, looked up): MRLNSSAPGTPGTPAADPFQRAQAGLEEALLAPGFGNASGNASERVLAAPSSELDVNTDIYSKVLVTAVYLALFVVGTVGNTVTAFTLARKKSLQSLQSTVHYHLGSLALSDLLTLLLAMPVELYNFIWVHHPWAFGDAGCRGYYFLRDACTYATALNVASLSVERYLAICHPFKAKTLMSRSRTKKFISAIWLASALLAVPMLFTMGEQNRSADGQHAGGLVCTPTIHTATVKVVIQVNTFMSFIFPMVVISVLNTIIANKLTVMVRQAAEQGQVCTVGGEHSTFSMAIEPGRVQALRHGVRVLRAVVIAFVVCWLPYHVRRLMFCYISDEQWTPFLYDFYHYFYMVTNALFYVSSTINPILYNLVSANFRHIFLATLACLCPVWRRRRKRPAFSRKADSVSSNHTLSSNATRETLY
T cell modulator vesicle-bound % = further read-out of T cell modulator, marked with its call; double positive events, %; measured here: CD8+ vesicle-bound cell fraction;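 binding gate set so that unloaded-vesicle control wells show 10% double positive cells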
NTR1 ag cell count 20 µM = also measured in NTR1 ag; calls as there; cell count; measured here: cell count, cytotoxicity flag
Myeloid diff 2 GFP+ MAC1+ % = also measured in Myeloid diff 2; calls as there; GFP+ MAC1+ double positive, %; measured here: differentiation confirmed by MAC1 staining
The depositor's hits bear a star; i = inactive; u = inconclusive; x = no result given.

entry	Compound	Myeloid diff 2 GFP+ MAC1+ %	Myeloid diff 2	NTR1 ag	NTR1 ag cell count 20 µM	T cell modulator	T cell modulator vesicle-bound %
1	CCOc1ccc(CN(C)C(=O)c2ccc(S(=O)(=O)N(C)c3ccccc3OC)cc2)cc1	1.5	i	-0.8	103	i	25.9
2	COc1ccc(OCCCC(=O)NNC(=O)c2ccncc2)cc1	1.0	i	0.5	54	i	54.5
3	Cc1nc2nc(-c3ccccc3)nn2c(C)c1Cl	0.5	i	-0.6	57	i	34.9
4	Nc1c(Cl)cnn(-c2ccccc2)c1=O	0.3	i	-0.9	58	i	56.3
5	COc1cc(C(C)=O)ccc1OCC(=O)OCC(=O)c1cc(C)n(CC2CCCO2)c1C (stereo not drawn)	1.2	i	-0.5	92	i	32.6
6	CCN(CC(=O)Nc1ccc(C(C)=O)cc1)CC(=O)Nc1ccc2c(c1)OCCO2	0.3	i	1.4	45	i	41.6
7	COc1ccc(CNC(=O)COC(=O)c2nc3nc(C)cc(C)n3n2)cc1	0.8	i	-0.5	68	i	11.3
8	CCNc1nc(NCC)n2c(SCC(=O)Nc3ccccc3OC(F)F)nnc2n1	0.7	i	1.0	47	i	39.9
9	O=C(NCc1ccc2c(c1)OCO2)c1c(O)nc2sccn2c1=O	1.3	i	0.2	36	i	32.8
10	CC(=O)Nc1ccc(S(=O)(=O)N(C)CC(=O)OC(C)C(=O)NC2CCCCC2)cc1 (stereo not drawn)	0.2	i	0.6	48	i	52.6

Next part; it opens with the two that closed the last part.
entry	Compound	Myeloid diff 2 GFP+ MAC1+ %	Myeloid diff 2	NTR1 ag	NTR1 ag cell count 20 µM	T cell modulator	T cell modulator vesicle-bound %
9	O=C(NCc1ccc2c(c1)OCO2)c1c(O)nc2sccn2c1=O	1.3	i	0.2	36	i	32.8
10	CC(=O)Nc1ccc(S(=O)(=O)N(C)CC(=O)OC(C)C(=O)NC2CCCCC2)cc1 (stereo not drawn)	0.2	i	0.6	48	i	52.6
11	CCOC(=O)C1=C(COC(=O)c2ccc(OC)c(OC)c2OC)NC(=O)NC1C (stereo not drawn)	1.8	i	-1.1	70	i	44.9
12	C=CC[C@H](CC(=O)N(CCO)Cc1ccccc1)C(=O)N[C@H](COC(=O)[C@@H](CC=C)Cc1ccc(F)cc1)Cc1ccccc1	0.9	i	11.5	64	i	15.8
13	CC(C)(C)c1ccc(OCC(=O)Nc2cccc(S(=O)(=O)NC3=NCCCCC3)c2)cc1	0.6	i	3.2	58	i	48.1
14	COc1ccc(-c2nc(-c3ccc(C(=O)O)cc3)no2)cc1	1.4	i	0.5	94	i	59.4
15	COCCN(C(=O)c1sc2ccccc2c1Cl)c1c(N)n(CC(C)C)c(=O)[nH]c1=O	0.4	i	-0.9	102	i	38.2
16	O=S(=O)(c1c(F)cccc1F)C1CCN(S(=O)(=O)c2ccc3c(c2)OCCO3)CC1	2.8	i	0.2	48	i	11.1
17	CSCCCc1cn([C@@H](CO)C(=O)NCCCCCCCCCCC(=O)N2CCNCC2)nn1	1.3	i	5.6	82	i	33.5
18	O=C(NCc1ccccc1)C1=C[C@H](C2CCCCC2)C[C@H](OCCCCO)O1	2.0	i	9.6	91	i	27.5
19	COc1cccc(C2=CC(=O)C[C@H](c3ccc4c(c3)OCO4)C2)c1OC	1.9	i	-1.8	52	i	23.2
20	C=CCn1c(SCC(=O)NC2CCS(=O)(=O)C2)nnc1-c1ccc(Cl)cc1 (stereo not drawn)	0.9	i	0.2	72	i	28.9
21	Cc1ccc(S(=O)(=O)N2CCOCC2)cc1NC(=O)COC(=O)C1(C)CC1(Cl)Cl (stereo not drawn)	0.6	i	0.0	46	i	34.5
22	N#Cc1ccc(C(=O)N2CCN(S(=O)(=O)c3ccc(Cl)s3)CC2)cc1	0.2	i	0.3	60	i	33.0
23	CCCCN(C(=O)c1ccncc1)c1c(N)n(CCC)c(=O)[nH]c1=O	1.3	i	-0.5	65	i	39.2
24	COc1ccc(CN(C)C(=O)COC(=O)c2c(C)nn(-c3ccc(F)cc3)c2Cl)cc1	0.4	i	-1.4	87	i	31.4
25	Cc1cccnc1NC(=O)CN1C(=O)NC(C)(c2ccc3ccccc3c2)C1=O (stereo not drawn)	0.2	i	-0.9	56	i	30.6
26	Cc1ccc2c(c1)/C(=N/OS(=O)(=O)c1ccccc1)CCS2	1.2	i	0.1	74	i	58.8
27	CNC[C@@H]1Oc2c(NS(C)(=O)=O)cccc2C(=O)N([C@@H](C)CO)C[C@H]1C	2.0	i	-0.6	57	i	19.8
28	Cc1cc(C)c(NC(=O)CN(C)C(=O)CCC(=O)c2ccc(C)s2)c(C)c1	0.7	i	0.6	50	i	11.1
29	CCCCCCC[N+](CC)(CC)CCCCc1ccc(Cl)cc1	7.1	i	3.9	68	i	35.1
30	O=C(COC(=O)/C=C/c1ccccc1)NC1CC1	0.3	i	0.3	52	i	4.3
31	COc1ccc(NC(=O)CN(C)C(=O)c2cn(-c3ccccc3)nc2-c2ccc(OC)cc2)cc1	0.5	i	0.7	58	i	43.8
32	O=C(OCCc1cc2ccccc2c(=O)o1)c1ccc2c(c1)OCO2	3.1	i	-1.4	55	i	29.8
33	O=C(COC(=O)CNC(=O)c1ccccc1)NCCCc1ccccc1	1.5	i	-1.2	77	i	56.2
34	Cc1ccccc1C(=O)N1CCC(C(=O)OCc2ccccn2)CC1	0.9	i	0.9	52	i	36.4
35	CCc1nnc(NC(=O)c2ccc(OC)c(S(=O)(=O)N3CCCC3)c2)s1	0.5	i	0.0	46	i	52.4
36	CN1CCN(C(CNC(=O)C(=O)NC2CCCC2)c2ccc(F)cc2)CC1 (stereo not drawn)	1.2	i	1.5	86	i	50.8
37	CC(=O)c1c(C)[nH]c(C(=O)OCC(=O)N2CC(C)OC(C)C2)c1C (stereo not drawn)	0.5	i	0.0	53	i	44.4
38	CN(C(=O)COC(=O)c1ccc(C(C)(C)C)cc1)C1CCS(=O)(=O)C1 (stereo not drawn)	0.5	i	-0.4	64	i	26.7
39	O=S(=O)(NCC1(N2CCOCC2)CCCCC1)c1ccc(F)c(F)c1F	0.6	i	0.7	54	i	57.4
40	COc1ccc(CCn2c(-n3nc(C)cc3C)nc3c2c(=O)[nH]c(=O)n3C)cc1	x	u	2.5	57	i	33.2
41	Nc1nc(Nc2ccc(Cl)cc2)c(NC=O)c(=O)[nH]1	0.1	i	-0.2	43	i	31.4
42	CCc1ccc(-c2nn(Cc3ccccc3)cc2C(=O)NCC2CCCO2)cc1 (stereo not drawn)	0.2	i	2.6	52	i	28.9
43	Cc1ccc(SCCC(=O)OC(C)C(=O)Nc2ccccc2)cc1 (stereo not drawn)	0.8	i	-0.1	50	i	30.6
44	CCS(=O)(=O)c1ccc(O)c(NC(=O)c2ccc(S(=O)(=O)N3CCCCCC3)cc2)c1	1.5	i	0.7	64	i	17.9
45	CN(CC(=O)Nc1ccccc1Cl)C(=O)c1cc(C2CC2)nn1-c1ccccc1	0.3	i	-1.5	54	i	45.5
46	COc1ccc(NC(=O)COC(=O)CNC(=O)C2CCCCC2)cc1OC	0.4	i	-1.1	54	i	42.7
47	COC(=O)c1c(NC(=O)COC(=O)C2CCC2)sc(C)c1C	1.0	i	0.8	63	i	31.6
48	CCN(CC(=O)Nc1c(F)cccc1F)C(=O)c1ccc(Sc2nncn2C)c([N+](=O)[O-])c1	0.9	i	-1.5	50	i	16.3
49	Cc1cnc(NC(=O)CSCc2c(C)noc2C)s1	0.4	i	0.8	51	i	14.2
50	Nc1ccccc1C(=O)NCCCN1CCN(c2cccc(Cl)c2)CC1	0.6	i	-1.2	64	i	33.8
51	C=CCC[C@H](Cc1ccc(F)cc1)C(=O)OC[C@@H](NC(=O)[C@@H](CC=C)CC(=O)N[C@H](CO)Cc1ccccc1)C(C)(C)C	1.2	i	9.9	59	i	7.7
52	O=C(NCCS(=O)(=O)N1CCN(c2ccc(F)cc2)CC1)c1ccc2c(c1)OCO2	0.2	i	1.6	69	i	44.7
53	COC(=O)C1=C(C)N(Cc2ccccc2)C(=NCc2ccc(OC)cc2)N[C@H]1c1ccccc1	4.0	i	5.3	53	i	20.1
54	O=C(Nc1ccc(N2CCOCC2)cc1)c1ccc2ncsc2c1	0.9	i	4.0	51	i	30.6
55	CC1CCCC(NC(=O)CCNC(=O)c2ccccc2Cl)C1C (stereo not drawn)	0.9	i	-0.2	72	i	43.0
56	CSc1cccc2sc(NC(=O)C3=COCCO3)nc12	1.7	i	2.5	73	i	52.3
57	CC1CCCCN1C(=O)CSc1nc(N)nc(N)n1 (stereo not drawn)	0.9	i	-1.5	69	i	4.6
58	Cc1c(C(=O)NCc2ccccn2)oc2ccc(Br)cc12	0.3	i	0.4	63	i	32.7
59	O=C(Nc1ccccc1)c1nc[nH]c1C(=O)NCCNC(=O)c1[nH]cnc1C(=O)Nc1ccccc1	1.1	i	-0.6	59	i	33.0
60	CC1C(=O)N2CCCc3cc(NC(=O)C(=O)NCc4ccc5c(c4)OCO5)cc1c32 (stereo not drawn)	0.6	i	0.4	45	i	42.5

(next part)
entry	Compound	Myeloid diff 2 GFP+ MAC1+ %	Myeloid diff 2	NTR1 ag	NTR1 ag cell count 20 µM	T cell modulator	T cell modulator vesicle-bound %
61	CCCN(C(=O)CCc1ccc(OC)cc1)c1c(N)n(Cc2ccccc2)c(=O)[nH]c1=O	0.9	i	-0.9	67	i	52.8
62	CC(C)[C@H](NC(=O)OCc1ccccc1)C(=O)NC(C=O)Cc1ccccc1 (stereo partly drawn)	0.8	i	-0.1	55	i	26.8
63	CC1CN(S(=O)(=O)c2cccc(C(=O)NCc3ccco3)c2)CC(C)O1 (stereo not drawn)	0.9	i	-2.8	52	i	25.1
64	Cc1c(NC(=O)c2ccc(S(=O)(=O)N3CCOCC3)cc2)cccc1[N+](=O)[O-]	1.0	i	0.2	54	i	44.6
65	COc1ccc2[nH]c(=O)c(-c3nnn(-c4ccc(Cl)nc4)n3)cc2c1	0.7	i	-0.5	91	i	44.7
66	COc1cccc(NC(=O)c2cnc(SCC(=O)NCc3ccc4c(c3)OCO4)n(C)c2=O)c1	0.1	i	5.5	52	i	48.5
67	O=C(OCC(=O)N1N=C(c2ccc(Cl)cc2)CC1c1ccco1)c1cccnc1 (stereo not drawn)	1.2	i	7.0	56	i	36.2
68	O=C(O)c1ccc(-c2noc(-c3cccc(Cl)c3)n2)cc1	1.0	i	-0.5	62	i	8.2
69	CCN(CC(=O)Nc1ccccc1OC)C(=O)C1CCC1	0.2	i	-0.4	66	i	46.2
70	COc1ccc(-c2c3c(cc4ncn(Cc5ccccc5)c24)COC3=O)cc1	2.9	i	2.0	60	i	38.1
71	COc1ccc(S(=O)(=O)N(C)C[C@@H]2Oc3ccc(NS(=O)(=O)c4cn(C)cn4)cc3C(=O)N([C@@H](C)CO)C[C@@H]2C)cc1	1.1	i	0.9	48	i	45.9
72	O=C(NCCC1CCCCN1S(=O)(=O)c1ccc(Cl)cc1)C(=O)NCc1ccncc1 (stereo not drawn)	0.7	i	1.7	71	i	46.8
73	COc1ccc(OCC(=O)NNC(=O)C(=O)Nc2ccccc2)cc1	1.2	i	-0.3	50	i	56.7
74	CC1(C)O[C@@H]2CC3C4C[C@H](F)C5=CC(=O)C=CC5(C)C4C(O)CC3(C)[C@]2(C(=O)CO)O1 (stereo partly drawn)	17.0	i	2.0	61	i	62.0
75	CC1(C)C[C@H](O)[C@]2(CO)CC[C@]3(C)C(=CCC4[C@@]5(C)CC[C@H](O)C(C)(C)C5CC[C@]43C)[C@@H]2C1 (stereo partly drawn)	1.9	i	3.2	83	i	16.7

Some of the compounds tested. The share of hits here may be higher or lower than overall.
